Source: PubChem BioAssay (National Center for Advancing Translational Sciences (NCATS))
D2 antagonist: antagonizes the human D2 dopamine receptor; P14416; HEK293 TREx D2 cells, calcium flux, dopamine EC80; inhibition, % at 10 µM; hit rate 2% among 340,000; AID 485344; in the data active = inhibition above about 30%; note: 0% is about no effect
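Measurement of antagonist activity uses fluorescent calcium dye in inducible HEK293 T-REx D2 cells: 10 s baseline, compound addition with 180 s read, EC80 dopamine addition with a further 180 s read.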
TRHR agonist: agonists of human TRH receptor. TRHR cells, calcium flux fluo-8, FDSS agonist mode. activation, % at 2 µM. hit rate 0.18% among 360,000; note: 0% is about no effect
Target sequence (P34981 whole entry, looked up): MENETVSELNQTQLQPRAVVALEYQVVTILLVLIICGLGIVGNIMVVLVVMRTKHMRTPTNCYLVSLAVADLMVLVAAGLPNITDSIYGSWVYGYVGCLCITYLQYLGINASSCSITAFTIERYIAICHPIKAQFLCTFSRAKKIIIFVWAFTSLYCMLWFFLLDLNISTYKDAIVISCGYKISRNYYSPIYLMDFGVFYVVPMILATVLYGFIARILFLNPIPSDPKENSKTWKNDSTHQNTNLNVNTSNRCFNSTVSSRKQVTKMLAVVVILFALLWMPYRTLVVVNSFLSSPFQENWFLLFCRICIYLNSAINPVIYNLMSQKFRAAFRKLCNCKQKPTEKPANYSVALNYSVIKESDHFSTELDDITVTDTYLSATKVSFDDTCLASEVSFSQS
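Agonist-mode FDSS calcium read (Ex 480/Em 530, 1 s cycles) in 1536-well TRHR cells with fluo-8 dye, after 10-cycle baseline and 23 nL compound addition; TRH at EC20 (10 nM final) added afterwards for the enhancer phase.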
RXFP1 antag: blocks the human relaxin receptor RXFP1; HEK293-RXFP1, relaxin-stimulated cAMP HTRF, 30 min; hits give low values; activity change, negative = inhibition, % at 57.5 µM; hit rate 0.59% among 350,000;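 active = activity change of -60% or lower, but not beyond a set lower limit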; note: % is set by controls: 0 for no effect and ±100 for the full control effect
D2 agonist: activates the human D2 dopamine receptor; HEK293 T-REx D2 cells, calcium flux agonist mode; activation, % at 2 µM; P14416; hit rate 0.53% among 340,000;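 active = activation over 3 SD above normal in the single-dose calcium agonist read, cut at about 30% in these data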; note: 0% is about no effect
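HEK293 Trex D2 cells, tetracycline-induced, o/n 30 C 5% CO2; no-wash Ca dye, RT 30–90 min; 10-cycle baseline, 23 nl cpd added, kinetic Ca read 180 s; agonist hits = positive Ca response.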
TRHR enhancer: allosteric enhancers of human TRH receptor; hit rate 0.66% among 360,000; TRHR cells, fluo-8 calcium fluorescence, EC20 TRH enhancement; enhancement, % at 2 µM; in the data active = enhancement above about 30%; note: 0% is about no effect
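TRHR-expressing cells loaded with fluo-8 calcium dye were read kinetically (ex 480/em 530) during compound addition, then stimulated with an EC20 of TRH (10 nM final). Enhancement of the Gq-mediated intracellular calcium response was scored.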
D1 PAM: enhances dopamine response at the human D1 receptor; P21728; HEK293 TREx D1 cells, calcium flux, dopamine EC20 potentiation; potentiation, % at 10 µM; hit rate 0.036% among 360,000; in the data active = potentiation above about 30%; note: 0% is about no effect
Target sequence (P21728 whole entry, looked up): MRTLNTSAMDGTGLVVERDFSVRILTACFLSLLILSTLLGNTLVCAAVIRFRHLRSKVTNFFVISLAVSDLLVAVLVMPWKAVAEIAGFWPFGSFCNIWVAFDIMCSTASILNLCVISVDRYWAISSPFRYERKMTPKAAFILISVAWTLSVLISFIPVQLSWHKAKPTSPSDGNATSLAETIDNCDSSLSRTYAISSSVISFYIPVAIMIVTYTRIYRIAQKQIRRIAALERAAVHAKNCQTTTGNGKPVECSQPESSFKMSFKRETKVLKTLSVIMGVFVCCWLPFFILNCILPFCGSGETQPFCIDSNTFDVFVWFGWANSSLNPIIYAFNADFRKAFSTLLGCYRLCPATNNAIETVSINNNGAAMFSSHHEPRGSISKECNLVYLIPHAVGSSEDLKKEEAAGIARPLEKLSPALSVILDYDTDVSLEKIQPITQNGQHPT
D1 antag: human D1 dopamine receptor antagonism; HEK293 TREx D1 cells, calcium flux, dopamine EC80; hits give low values; activity change, negative = inhibition, % at 10 µM; hit rate 3.2% among 360,000; AID 504652; in the data active = activity change below about -30%; note: % is set by controls: 0 for no effect and ±100 for the full control effect
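Compound effects on dopamine-evoked calcium signalling were measured in tetracycline-induced HEK293 Trex D1 cells. Dopamine at EC80 followed a 180 s compound pre-read, and fluorescence was tracked kinetically for 180 s more.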
D2 PAM: positively modulates the human D2 dopamine receptor allosterically. HEK293 T-REx D2, calcium flux, EC20 dopamine potentiation. P14416. hit rate 0.34% among 340,000. potentiation, % at 10 µM;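 active = potentiation over 3 SD above the plate norm, cut at about 30% in these data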; note: 0% is about no effect
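Potentiation of an EC20 dopamine calcium response is measured in a force-coupled, tetracycline-inducible Hek293 Trex D2 line. Compound-only kinetic reads over 180 s flag agonists before dopamine addition.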
D1 agonist: agonists of human D1 dopamine receptor. HEK293 T-REx D1 cells, calcium flux, agonist mode. hit rate 1% among 360,000. activation, % at 2 µM. P21728; note: 0% is about no effect
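Agonism was scored from calcium flux recorded over 180 s (1 read/s) after pintool compound addition, following a 10-cycle baseline. Cells were inducible force-coupled HEK293 TREx D1, plated overnight at 30 C and loaded with no-wash calcium dye.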
Numbers without * were called inactive; . = not tested or not shown. Cut-off read from the data, not from the text of the source, unless noted: active = activation above about 30%; inactive = the rest. Rows are unselected; about 7.1% have a hit in one of these screens.

SMILES	D2 antagonist	TRHR agonist	RXFP1 antag	D2 agonist	TRHR enhancer	D1 PAM	D1 antag	D2 PAM	D1 agonist
Cn1cc(Br)c(-c2cccc(NC(=O)CCC(=O)O)c2)n1	24	0.5	0	0.7	-5	-4	-37*	10	1
CCc1ccc(NC(=O)[C@H](Cc2ccccc2)N2Cc3ccccc3C2=O)cc1	.	0.5	.	1.1	-1	-3	-21	0	4
COc1ccc(-c2[nH]c3c(c2-c2c(-n4cccc4)n(C)c(=O)n(C)c2=O)c(=O)n(C)c(=O)n3C)cc1	.	-0.1	.	2.2	32*	0	1	8	-2
CCNc1nc(Oc2ccc(C(=O)OC)cc2)nc(SC)n1	7	-1.1	-4	-0.4	0	-8	-29	7	11
Cc1ccc(S(=O)(=O)N(C)C)cc1NC(=O)COC(=O)C1CCN(S(=O)(=O)c2cccs2)CC1	35*	0.9	5	-0.4	-3	-5	10	0	4
CC(=O)NS(=O)(=O)c1cccnc1Nc1ccc(Cl)c(Cl)c1	-17	0.4	7	0.0	-2	-4	0	2	0
CCC(=O)c1cn([C@H](CCC(OC)OC)CC(=O)OC(C)(C)C)cc1CC	2	-0.3	.	-1.0	5	-1	9	-11	-1
CCCC(=O)N1CCN(c2ccc(NC(=O)C(C)(C)C)cc2Cl)CC1	3	0.6	-15	-0.4	-1	-4	9	-8	10
COCCCn1ccc(O)c(Cc2ccc(F)cc2)c1=O	-8	0.0	-10	0.0	-1	0	19	3	2
COc1ccc(NC(=O)c2ccc3c(=O)n4c(nc3c2)CCCCC4)cc1	.	-0.2	-36	.	76*	-2	-4	.	0
Cn1c2c(c(=O)n(C)c1=O)C(c1ccc(Br)cc1)Nc1ccccc1O2 (configuration not stated)	-11	-0.3	18	-0.3	1	-8	-5	19	0
CCCCC[C@H](O)/C=C/[C@H]1CCC(=O)[C@@H]1CCCCCCC(=O)N1CCCCC1CO (some centres not stated)	-14	0.9	-9	2.5	-2	-9	-3	3	12
CC(=O)NCCc1nc2cc(NS(=O)(=O)c3ccccc3)ccc2n1C	-2	-0.6	-10	-0.3	-4	-1	-4	2	2
Cc1ccc2cc(C(c3nnnn3C3CCCC3)N(Cc3cccnc3)Cc3ccco3)c(=O)[nH]c2c1 (configuration not stated)	-1	-0.4	-13	-0.1	3	-5	4	2	3
CC(=O)c1ccccc1C(=O)NCc1cccnc1	1	-0.1	-3	0.0	-2	0	-2	-3	3
Cc1cc(N2CCCCCC2)nc(-c2ccccc2O)n1	3	0.7	-8	0.1	8	1	15	7	2
N/C(=N\OC(=O)c1cccs1)c1ccc(Cl)cc1	-7	-0.9	-8	-0.2	1	-12	-12	-6	1
N#Cc1c2n(c(=S)n(-c3ccc(OC(F)F)cc3)c1=O)CCCCC2	-2	0.1	4	0.2	-5	-2	-3	.	6
CC1=CC(C)C2C(=O)N(O)C(=O)C2C1 (configuration not stated)	0	0.7	4	-0.6	-5	-3	-2	1	0
COc1ccc(NC(=O)CCC(=O)Nc2nnc(C3CCCCC3)s2)cc1	0	0.2	1	-0.2	4	-7	5	-3	3
Cc1cc(C)c(C#N)c(SCC(O)COc2ccc(Br)cc2)n1 (configuration not stated)	-22	0.5	-19	-0.8	15	-8	10	18	5
Cc1ccc(C)c(C(C)NC(=O)C2CC=CCC2C(=O)O)c1 (configuration not stated)	8	-0.2	0	0.5	-2	8	-11	12	0
Cc1ccccc1NC(=S)N(Cc1ccccc1)Cc1cccs1	-9	0.0	-17	1.8	-5	-6	-28	3	1
CCN(CC)CC(=O)Nc1cccc2c1C(=O)c1ccccc1C2=O	2	1.0	-5	-0.2	-2	-12	4	6	0
CCN(CC)CC(=O)Nc1sc(C)cc1C(=O)c1ccccc1	22	0.3	-25	-0.7	-2	-2	17	0	7

The last seven compounds of the part above lead into the next.
SMILES	D2 antagonist	TRHR agonist	RXFP1 antag	D2 agonist	TRHR enhancer	D1 PAM	D1 antag	D2 PAM	D1 agonist
CC1=CC(C)C2C(=O)N(O)C(=O)C2C1 (configuration not stated)	0	0.7	4	-0.6	-5	-3	-2	1	0
COc1ccc(NC(=O)CCC(=O)Nc2nnc(C3CCCCC3)s2)cc1	0	0.2	1	-0.2	4	-7	5	-3	3
Cc1cc(C)c(C#N)c(SCC(O)COc2ccc(Br)cc2)n1 (configuration not stated)	-22	0.5	-19	-0.8	15	-8	10	18	5
Cc1ccc(C)c(C(C)NC(=O)C2CC=CCC2C(=O)O)c1 (configuration not stated)	8	-0.2	0	0.5	-2	8	-11	12	0
Cc1ccccc1NC(=S)N(Cc1ccccc1)Cc1cccs1	-9	0.0	-17	1.8	-5	-6	-28	3	1
CCN(CC)CC(=O)Nc1cccc2c1C(=O)c1ccccc1C2=O	2	1.0	-5	-0.2	-2	-12	4	6	0
CCN(CC)CC(=O)Nc1sc(C)cc1C(=O)c1ccccc1	22	0.3	-25	-0.7	-2	-2	17	0	7
Cc1ccc(N2C(=O)C3ON(c4ccccc4)C(CC(C)C)C3C2=O)cc1 (configuration not stated)	-2	0.1	2	0.6	-4	1	-11	0	3
CCCCN1C(=S)NC[C@@H]1c1ccccc1	0	-0.2	.	0.7	-4	4	6	-2	-4
Cc1ccc(C(c2nnnn2CS(=O)(=O)c2ccc(C)cc2)N2CCC(C)CC2)cc1 (configuration not stated)	-6	0.7	-5	-1.0	5	-9	-22	5	4
C=CCn1c(/N=C/c2ccc(N(C)C)cc2)nc2ccccc21	.	0.2	-15	.	4	4	-6	.	3
COc1ccc2oc(C(=O)N3CCN(c4ncccn4)CC3)c(C)c2c1	-4	0.4	1	0.8	3	3	4	15	7
O=C(COC(=O)/C=C/c1ccccc1)NCC1CCCO1 (configuration not stated)	-12	0.0	-16	1.3	3	-1	2	6	4
Cc1cc(=O)n2[nH]c(-c3cccc(Cl)c3)cc2n1	-31	-0.4	9	1.2	-2	0	-5	-2	2
CCOc1ccccc1NC(=O)Nc1cnccn1	-1	-0.3	-17	-0.4	-2	-3	-14	-1	-3
COc1ccccc1CSc1nc2c(c(=O)n(C)c(=O)n2C)n1C	17	-1.0	-2	-0.6	-10	-1	-27	4	1
N#Cc1c(CSCC(=O)O)cc(=O)n2c1[nH]c1ccccc12	.	0.6	-4	.	0	0	-13	.	1
O=C(NNC(=O)c1sc2cccc(Cl)c2c1Cl)NC1CCCCC1	-30	-0.7	5	-0.4	-2	-5	6	-10	2
CCCOc1ccc(C2C(C(=O)c3ccco3)=C(O)C(=O)N2CCCn2ccnc2)cc1 (configuration not stated)	1	2.2	-18	1.3	6	4	-7	3	0
O=C(O)c1ccc2c(c1)S(=O)(=O)N=C1CCCCCN12	6	-0.1	17	-0.1	-4	-1	4	3	-2
CCCOc1ccc(C(CC(=O)O)NC(=O)c2ccc3c(c2)OCO3)cc1 (configuration not stated)	5	-0.3	1	-0.8	0	-5	12	3	3
CCn1c2c(c3ccc(OC)cc31)CCCC2=O	-3	-1.1	-2	0.3	-4	15	-14	5	0
COc1ccccc1-n1c(C)nnc1SCC(=O)Nc1cccc(C(C)=O)c1	-6	0.1	4	-0.2	2	-2	4	5	3
CCCC(O)(CCN1CCOCC1)c1ccc(Cl)cc1 (configuration not stated)	-16	0.3	-8	-0.1	-4	0	0	-4	6
CC(=O)c1ccc2c3c(cccc13)CC2	-10	0.2	-7	-0.7	5	5	17	-5	1
COc1ccc(C2C(C(C)=O)=C(C)Nc3ncnn32)c(OC)c1OC (configuration not stated)	7	0.5	0	1.2	8	1	-2	-3	1
CCC(C)c1ccccc1NC(=O)COC(=O)c1ccc(C)c(NC(=O)c2ccco2)c1 (configuration not stated)	1	0.7	-3	-0.4	1	-1	.	-7	-2
CCC(CC)C(=O)Nc1c2c(nn1-c1ccc(F)cc1)CS(=O)(=O)C2	18	0.5	-11	0.5	1	-12	-91*	-2	2
Oc1ccc(/C=N/NC(=S)NCCN2CCOCC2)c(O)c1	1	0.6	-5	-0.3	2	-7	-2	0	4
Cc1onc(-c2ccccc2)c1C(=O)NCC1CCCO1 (configuration not stated)	-18	0.3	-7	-0.9	0	-5	-13	3	4
Cc1cc(=O)n2c3ccccc3n(CC(O)CN3CCN(CCO)CC3)c2c1C#N (configuration not stated)	-17	-0.3	2	0.0	0	-1	5	10	1
Cc1c(C)c2c(cc(C)c3c(-c4ccc(Br)cc4)coc32)oc1=O	.	0.3	-10	.	3	0	-14	0	2

Later entries
SMILES	D2 antagonist	TRHR agonist	RXFP1 antag	D2 agonist	TRHR enhancer	D1 PAM	D1 antag	D2 PAM	D1 agonist
COc1ccc(CC(=O)OCC(=O)Nc2ncc(Cl)cc2Cl)cc1OC	-7	-0.1	-1	-0.6	-13	-2	14	11	2
COc1cc(-c2noc(-c3ccccc3C(=O)NCc3ccco3)n2)cc(OC)c1OC	11	-0.5	3	-0.1	2	-2	0	2	1
N#Cc1ccccc1COC(=O)CCCC1=NS(=O)(=O)c2ccccc2N1	3	0.8	-14	-1.3	-5	-4	-13	-5	10
Cc1ccc(C(=O)OCC(=O)NCCC2=CCCCC2)cc1N	-20	-0.4	0	-0.8	0	-3	12	-10	-1
CCc1ccccc1NC(=O)Cn1c(=O)n(-c2ccc(C)c(C)c2)c(=O)c2oc3ccccc3c21	.	0.1	-20	0.7	1	0	15	1	1
NNC(=S)NCc1cccnc1	-8	-0.3	3	1.6	-4	-1	6	-3	0
CCCC(C)NS(=O)(=O)c1ccccc1 (configuration not stated)	.	-0.2	-10	.	2	0	3	7	0
CC(C)COP(=O)(OCC(C)C)C(O)c1ccc2c(c1)OCO2 (configuration not stated)	2	1.4	0	-0.5	0	-10	-8	3	3
Cc1ccc(S(=O)(=O)N2CCCC2CNC(=O)c2ccccc2)cc1 (configuration not stated)	-5	-0.1	-8	-1.3	-5	-1	-11	-5	5
CC(C)NS(=O)(=O)c1ccc(NC(=O)C(C)OC(=O)CCC2CCCC2)cc1 (configuration not stated)	-13	0.3	-1	0.1	15	-7	11	6	7
CC1CCc2c(sc(NC(=O)COc3ccccc3C(C)(C)C)c2C#N)C1 (configuration not stated)	.	1.1	.	0.4	26	1	-19	-1	-1
CCOC(CCNC(=O)c1cc2c(=O)[nH]c3ccccc3c2s1)OCC	.	0.2	8	.	3	-4	10	-2	3
CN(C)C(=O)c1c2c(nc3ccccc13)CCCC2	.	0.4	-10	.	-4	-6	21	.	4
CC(=O)C1=C(c2ccccc2)NC(=O)NC1c1ccc(O)c(Cl)c1 (configuration not stated)	12	0.1	6	1.4	-2	-3	7	8	6
O=C(NC(Cc1c[nH]c2ccccc12)C(=O)NCCCN1CCOCC1)c1cccs1 (configuration not stated)	7	-0.1	-8	0.4	-1	-8	14	0	1
COc1cc(CC(=O)Nc2ncc(C)s2)cc(OC)c1OC	11	0.0	1	1.7	2	9	-4	17	5
CCCS(=O)(=O)c1nc(S(=O)(=O)c2ccc(C)cc2)c(NC)s1	.	-1.2	-5	-1.2	-3	-3	-4	10	-2
